# Sm TGR block: qHTS Assay for the Inhibitors of Schistosoma Mansoni Peroxiredoxins; Schistosoma mansoni thioredoxin glutathione reductase (TGR), Q962Y6; purified TGR, DTNB reduction, TNB absorbance 405 nm; Potency, µM (top dose mostly 114 µM), for inactives: top-dose activity change, negative = inhibition, actives largely listed as inhibitors; 3% of 360,000 active; also: potency is read from the fitted curve at half-maximal effect; nearly all actives have a fitted effect of over 60% in size
#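 Kinetic colorimetric format: TGR-catalysed, NADPH-driven DTNB reduction monitored via TNB absorbance. Enzyme dispensed at 20 nM; compound exposure 15 min at room temperature before reaction start.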
# AMA1 RON2 block: qHTS for Inhibitors of AMA1-RON; Towards Development of Antimalarial Drug Lead: Primary Screen. Potency, µM (top dose mostly 58.2 µM), for the others: top-dose activity change, negative = inhibition, hits mostly inhibitors. Plasmodium falciparum AMA1 (3D7) - RON2 peptide interaction. AlphaScreen AMA1-biotinylated RON2 peptide binding. 0.2% of 360,000 active. AID 720542, 2013;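 also: potency is read from the fitted curve at half-maximal effect; 0% = vehicle wells and -100% = peptide control; nearly all actives have a fitted effect of over 45% in size; some results filed as inactive show a strong effect at the top dose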
#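 AMA1 (3D7) with his tag at 25 nM final met compounds first, then biotinylated RON2 peptide at 25 nM; detection used donor plus acceptor beads, 10 µg/mL apiece, read by AlphaScreen after 30 min at room temperature.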
# Giardia FBPA inh: qHTS Assay for Inhibitors of Fructose-1,6-bisphosphate Aldolase from Giardia Lamblia. Potency, µM (titrated, usually from 59.6 µM), inactives show top-dose activity, negative = inhibition, most hits filed as inhibitors. AID 2451, 2010. purified Giardia FBPA. 0.71% of 290,000 active. A8B2U2; also: potency is read from the fitted curve at half-maximal effect; nearly all actives have a fitted effect of over 55% in size
# Target sequence (A8B2U2 whole entry, looked up): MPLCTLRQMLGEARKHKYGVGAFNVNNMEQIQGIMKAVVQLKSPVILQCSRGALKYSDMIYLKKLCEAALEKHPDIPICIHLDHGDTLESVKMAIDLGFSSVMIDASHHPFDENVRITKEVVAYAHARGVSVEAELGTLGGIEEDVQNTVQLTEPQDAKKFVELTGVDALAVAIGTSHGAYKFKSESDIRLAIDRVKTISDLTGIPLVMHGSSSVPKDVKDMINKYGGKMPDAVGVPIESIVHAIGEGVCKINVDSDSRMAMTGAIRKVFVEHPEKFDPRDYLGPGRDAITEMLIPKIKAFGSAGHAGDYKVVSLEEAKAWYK
#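 Giardia FBPA (40 nM reagent) was preincubated 10 min at RT with compound (up to 57.5 uM final), then substrate plus GAPDH/TPI/NAD/arsenate coupling system with diaphorase/resazurin was added; resorufin fluorescence (525/598 nm) was read after 20 min.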
# HCV inhibitor: qHTS Assay for Inhibitors of Hepatitis C Virus (HCV) | 3.4% of 340,000 active | Huh7.5.1 HCVcc-Cre infection, luciferase reporter, 44 h | Potency, µM (doses to about 41.8 µM), inactives show top-dose activity change, negative = inhibition, usual class: inhibitors; also: potency is read from the fitted curve at half-maximal effect
#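 A cell-based infection assay in which seeded cells (1,000 per well) receive test compound after 4 h, are inoculated with HCVcc-Cre at approximately 0.5 moi, and are incubated 44 h before luminescence detection.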
# HCMV inh: qHTS Assay for inhibitors of the human cytomegalovirus (HCMV) | 4.5% of 410,000 active | activity change, negative = inhibition, % at 57.5 µM | HFF cells, HCMV-luciferase reporter, 72 h; hits give low values; in the data active = activity change below about -60%; inconclusive = no clear call, values can overlap the other calls; inactive = above about -39%
#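 Luciferase read-out from HCMV-luciferase-infected HFFs (MOI 1 PFU/cell) 72 h post infection at 37C; compounds added after 16 h cell attachment; activity normalized between buffer-only basal and Salinomycin (10uM) inhibitor controls.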
# AmpC inh detg: qHTS Inhibitors of AmpC Beta-Lactamase (assay with detergent) | P00811 | AmpC hydrolysis of nitrocefin, absorbance 480 nm, 0.01% Triton | Potency, µM (highest dose often 114 µM), for inactives: at the top dose activity change, negative = inhibition, actives largely listed as inhibitors | 0.041% of 370,000 active | AID 485294, 2010;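 also: potency is read from the fitted curve at half-maximal effect; 0% = no-compound wells and -100% = no-enzyme wells; nearly all actives have a fitted effect of over 25% in size; some results filed as inactive show a strong effect at the top dose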
# Target sequence (P00811 whole entry, looked up): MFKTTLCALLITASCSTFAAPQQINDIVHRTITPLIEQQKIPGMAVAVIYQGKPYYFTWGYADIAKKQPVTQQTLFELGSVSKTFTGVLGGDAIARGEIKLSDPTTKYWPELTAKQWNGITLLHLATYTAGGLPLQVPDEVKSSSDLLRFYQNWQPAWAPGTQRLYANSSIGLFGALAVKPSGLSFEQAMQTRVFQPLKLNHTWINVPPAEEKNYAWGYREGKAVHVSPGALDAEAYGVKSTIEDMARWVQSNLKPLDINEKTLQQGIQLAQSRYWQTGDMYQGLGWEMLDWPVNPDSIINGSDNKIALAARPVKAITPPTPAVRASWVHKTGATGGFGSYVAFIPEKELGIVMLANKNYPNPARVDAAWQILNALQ
#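 20 mM phosphate pH 7.0 + 0.01% (detergent screen) or 0.0001% Triton X-100; 5.3 nM AmpC reagent; cpd preinc 15 min RT; nitrocefin (800 uM stock) to start; A480 q20 s × 4 min; Activity was normalised to no-enzyme and no-compound control wells.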
# Starred values were filed as active, the others as inactive; ? = inconclusive; . = not tested or not shown; [ ] = dose if it differs, or a comment. Unless noted, calls follow the shape of the dose curve; as a rule, active = well fitted curve in the direction sought with a large enough effect; inconclusive = small, poorly fitted or top-dose-only effect, or another doubt; inactive = no such curve, though single readings can be large; an effect the other way counts as inactive or inconclusive. Unless noted, % is scaled to controls: 0 for no effect and ±100 for the full control effect.
# Screens by letter – A = Sm TGR block; B = AMA1 RON2 block; C = Giardia FBPA inh; D = HCV inhibitor; E = HCMV inh; F = AmpC inh detg
> COc1cccc(N2CCN(C3CC(=O)N(c4ccc(Cl)cc4)C3=O)CC2)c1 (stereo not given)
  A = 40µM*; B = -1%; C = 1%; D = 14%; E = 10; F = 6%
> O=C(OCC(=O)N1CCN(C(=O)c2ccco2)CC1)c1cc(-c2ccc(Cl)c(Cl)c2Cl)nc2ccccc12
  A = 0%; B = -9%; C = 3%; D = ?; E = -1; F = ?
> CC(=NCCN1CCNCC1)C1=C(O)CC(C)(C)CC1=O
  A = ?; B = 9%; C = 2%; D = 8%; E = 11; F = 3%
> CC(=O)c1ccc(OCCCC(=O)N(CCC2=CCCCC2)c2c(N)n(Cc3ccccc3)c(=O)[nH]c2=O)cc1
  A = 1%; B = 2%; C = .; D = ?; E = -27; F = ?
> CCOC(=O)c1ccc(N2C(=O)C3CC=CCC3C2=O)cc1 (stereo not given)
  A = 3%; B = 3%; C = 0%; D = -3%; E = -9; F = 1%
> Cc1cccc(N2CCN(S(=O)(=O)c3ccc4c(c3)NC(=O)C(C)S4)CC2)c1C (stereo not given)
  A = -6%; B = -1%; C = ?; D = 0.32µM*; E = -79*; F = -7%
> CCC1(C)Cc2ccccc2-c2nc(NN)[nH]c(=O)c21 (stereo not given)
  A = 26%; B = 77%[activator]; C = 22µM*; D = 6%; E = -38; F = 10%
> C=CCOc1ccc(C2C(C#N)=C(N)N(Nc3ccccc3)C3=C2C(=O)CCC3)cc1OC (stereo not given)
  A = -3%; B = 0%; C = -11%; D = ?; E = -7; F = 0%
> CN(C(=O)c1ccc2c(c1)SC1=NS(=O)(=O)CCN12)C(c1ccccc1)c1ccccc1
  A = -16%; B = -15%; C = 0%; D = 20%; E = 53; F = -5%
> O=C(Cn1c(NCCO)nc2ccccc21)NCC(F)(F)F
  A = 14%; B = -1%; C = 1%; D = 16%; E = 22; F = ?
> COC(=O)c1ccc(NC(=O)CSc2ccc(-c3ccccn3)nn2)cc1
  A = -24%; B = -17%; C = .; D = -3%; E = 46; F = -4%
> O=C(NCc1n[nH]c(=S)n1-c1ccc(Br)cc1)c1ccc(S(=O)(=O)N2CCCCC2)cc1
  A = 0%; B = 47%[activator]; C = 16%; D = -7%; E = ?; F = -6%
> Cc1nn(-c2ccccc2)c(N)c1N=Nc1cccc(S(=O)(=O)N2CCOCC2)c1
  A = 10%; B = 6%; C = -2%; D = 22µM*; E = -68*; F = -8%
> CCCNC(=O)C(Cc1ccccc1)NS(=O)(=O)c1ccc2c(c1)CCC(=O)N2 (stereo not given)
  A = 6%; B = 9%; C = 1%; D = 7%; E = 82; F = ?
> O=C(NCc1ccccc1F)C1CCCN1S(=O)(=O)c1ccc(Cl)cc1 (stereo not given)
  A = 2%; B = -1%; C = -1%; D = -4%; E = 4; F = 7%
> C/C(=N/NC(=O)CN1CCN(S(=O)(=O)c2ccc(C)cc2)CC1)c1cccc(O)c1
  A = 1%; B = 107%[activator]; C = 4%; D = 0%; E = ?; F = 9%
> Cc1cc(C)c(C)c(S(=O)(=O)NCCCn2ccnc2)c1C
  A = -2%; B = -9%; C = -4%; D = 12%; E = -2; F = -7%
> CCS(=O)(=O)Nc1cc(OC)c(OC)cc1Cc1nccc2cc(OC)c(OC)cc12
  A = -16%; B = -14%; C = 5%; D = -1%; E = 70; F = -4%
> Cc1ccc(NC(=O)CSc2nc3ccccc3nc2N2CCCC2)cc1
  A = 9%; B = 19%; C = 10%; D = ?; E = -31; F = -4%
> C=CCNc1cnn(-c2ccc(C)cc2)c(=O)c1Sc1ccc(C)cc1
  A = 12%; B = -2%; C = 2%; D = ?; E = -19; F = 2%
> COc1ccc(NC(=O)CSc2nnc(NC(=O)C3CCC3)s2)cc1
  A = -11%; B = 10%; C = -3%; D = -10%; E = -18; F = 3%
> O=C(c1ccc(Cl)cc1)N1CCC(c2ccncc2)CC1
  A = 1%; B = .; C = .; D = .; E = -17; F = 3%
> CCCn1c2ccccc2c2cnn(CC(=O)NCCCOC)c(=O)c21
  A = 0%; B = 5%; C = 1%; D = -5%; E = 72; F = -8%
> O=C(c1ccco1)N1CCN(C(c2ccccc2Cl)c2nnnn2Cc2cccs2)CC1 (stereo not given)
  A = ?; B = -6%; C = 4%; D = ?; E = 30; F = -8%
> COc1ccc(C(C)C)cc1S(=O)(=O)Nc1ccccn1
  A = -3%; B = -4%; C = -9%; D = 9%; E = -25; F = -8%
> CCOc1ccc(OCC)c(-c2c(=O)n(OCc3ccc(C(C)(C)C)cc3)c3ccccc3[n+]2[O-])c1
  A = 9%; B = -21%; C = -4%; D = -6%; E = -39; F = -1%
> CCCCCNC(=O)N[C@H](C(=O)O)C(C)C
  A = 17%; B = 7%; C = -1%; D = ?; E = -5; F = -1%
> Cc1cccc(C)c1NC(=O)CN(C)C(=O)c1ccccc1SCC(=O)N1CCCC1
  A = 2%; B = 46%[activator]; C = .; D = -27%; E = -7; F = 6%
> Cn1c(=O)c2c(nc(CN3CCN(c4ccc(F)cc4)CC3)n2Cc2ccccc2F)n(C)c1=O
  A = 13%[11.4 µM]; B = 6%; C = 1%; D = ?; E = 13; F = ?
> CC(C)C(C)NC(=O)COc1ccc(Sc2ccc(OCC(=O)NC(C)C(C)C)cc2)cc1 (stereo not given)
  A = -2%; B = 7%; C = -6%; D = ?; E = -88*; F = 2%

# 2 entries from above, set out differently:
Molecule	Sm TGR block	AMA1 RON2 block	Giardia FBPA inh	HCV inhibitor	HCMV inh	AmpC inh detg
CCCn1c2ccccc2c2cnn(CC(=O)NCCCOC)c(=O)c21	0%	5%	1%	-5%	72	-8%
O=C(c1ccco1)N1CCN(C(c2ccccc2Cl)c2nnnn2Cc2cccs2)CC1 (stereo not given)	?	-6%	4%	?	30	-8%

# New compounds follow.
# Screens by letter – A = Sm TGR block; B = AMA1 RON2 block; C = Giardia FBPA inh; D = HCV inhibitor; E = HCMV inh; F = AmpC inh detg
> CCCCn1c(O)c(C(CC)=NCc2ccco2)c(=O)[nH]c1=O
  A = 1%; B = -1%; C = 1%; D = -18%; E = -24; F = ?
> CCC1Oc2ccccc2N(CC(=O)NC2CC2)C1=O (stereo not given)
  A = 22%; B = 1%; C = -3%; D = 8%; E = -4; F = 4%
> Cc1ccc(CNC(=O)C(=O)NCC(c2cccnc2)N2CCN(c3ccccc3F)CC2)cc1 (stereo not given)
  A = -6%; B = .; C = .; D = .; E = -72*; F = 14%
> CCN(CC)S(=O)(=O)c1ccc(N2CCc3ccccc3C2)nc1
  A = -2%; B = 8%; C = -1%; D = -21%; E = 33; F = ?
> O=C(CCCCC(=O)N1CCOCCOCCOCC1)OCc1ccccc1
  A = 5%; B = -15%; C = 3%; D = -5%; E = 2; F = 5%
> COc1nc(NC(=O)c2ccc(F)cc2)nc(OC)c1-c1ccccc1
  A = 10%; B = 4%; C = 9%; D = ?; E = -64*; F = -3%
> CCn1c(CN2CCN(Cc3ccc(C)cc3)C(CCO)C2)nc2ccccc21 (stereo not given)
  A = -4%; B = 27%; C = 4%; D = -14%; E = 12; F = -1%
> O=C(NC1CCCCCCC1)C1CCN(S(=O)(=O)N2CCC3(CC2)OCCO3)CC1
  A = -19%; B = -6%; C = -1%; D = 4%; E = -9; F = 4%
> CCOc1ccc(C2CC(c3c(O)c4ccccc4oc3=O)=NN2c2ccccc2)cc1OC (stereo not given)
  A = -28%; B = 29%; C = ?; D = 16%; E = -78*; F = ?
> CCCCCOc1ccc(NS(C)(=O)=O)cc1
  A = -28%; B = 7%; C = 0%; D = 1%; E = 125; F = 2%
> COc1ccccc1NC(=O)C(=O)NCCc1csc(-c2cccc(F)c2)n1
  A = -1%; B = .; C = .; D = .; E = 0; F = 1%
> CC1=NOC(=O)/C1=C\c1ccc(-c2cccc(Cl)c2)o1
  A = -4%; B = ?; C = -19%; D = ?; E = .; F = 0%
> COc1cnc(N(C)C)nc1Sc1cccc(Cl)c1
  A = 0%; B = 15%; C = -8%; D = ?; E = -12; F = -13%
> Cc1nc2ccc(S(=O)(=O)NC(CC(C)C)C(=O)NCc3ccc(Cl)cc3)cc2s1 (stereo not given)
  A = -2%; B = .; C = .; D = .; E = -4; F = -1%
> COc1ccc(N2C(=O)NC(=O)/C(=C/c3ccc(N4CCOCC4)cc3)C2=O)cc1
  A = -8%; B = .; C = 0%; D = .; E = -21; F = 3%
> COC(=O)C1=C(C)NC(=S)NC1c1ccco1 (stereo not given)
  A = -8%; B = -2%; C = -13%; D = -4%; E = -11; F = -2%
> COc1ccc2c(c1)cc(C(=O)O)n2C
  A = 0%; B = 2%; C = 0%; D = 12%; E = 27; F = ?
> O=C(COc1ccc(Cl)cc1Cl)Nc1ccc2nc3n(c(=O)c2c1)CCCC3
  A = 9%; B = -7%; C = 14%; D = -12%; E = -22; F = -1%
> COc1cc(-c2nc3ccc4ccccc4c3c3c2CCC3)cc(OC)c1O
  A = 10%; B = -23%; C = 1%; D = ?; E = -31; F = 1%
> COC(=O)C1=C(c2ccc(-c3ccccc3)c(F)c2)C[C@@H]2CC[C@H]1N2C(=O)NCC1CC1
  A = -15%; B = 10%; C = .; D = ?; E = -39; F = -8%
> C/C(Cc1ccccc1)=N\NC(=O)c1ccccn1
  A = 4%; B = 125%[activator]; C = 8%; D = 4%; E = 52; F = ?
> Cc1cccc(Nc2nc(N)nc(CCl)n2)c1C
  A = -5%; B = -12%; C = 0%; D = -75%; E = -96*; F = 2%
> Fc1ccc(NC(=S)Nc2cccnc2)cc1
  A = .; B = 7%; C = 0%; D = 28%; E = 6; F = -1%
> COC(=O)c1c(-c2ccccc2OC)sc2cc3c(cc12)OCO3
  A = .; B = 37%[activator]; C = .; D = ?; E = 5; F = .
> O=C(N/N=C/c1c(O)n(-c2ccc(Cl)cn2)c(=O)c2ccccc12)C1CC1
  A = -10%; B = 0%; C = -20%; D = -3%; E = 27; F = -10%
> O=C(COC(=O)Cc1ccc(Cl)cc1Cl)NCCC1=CCCCC1
  A = 4%; B = 9%; C = 0%; D = 14%; E = 68; F = ?
> O=C(O)c1cc(Br)ccc1NN=C1CCCCC1
  A = -12%; B = 17%; C = -19%; D = 34%[activator]; E = -12; F = ?
> O=C(COc1ccccc1)NC1C(=O)N2C(C(=O)O)=C(Cl)CSC12 (stereo not given)
  A = ?; B = -9%; C = ?; D = -1%; E = -14; F = -15%
> COc1ccc(Cc2nnc(N/N=C(\C)c3ccccc3)[nH]c2=O)cc1OC
  A = 12%; B = 0%; C = -14%; D = -3%; E = -30; F = -4%
> Cn1c(=O)c2[nH]c(=O)[nH]c2n(C)c1=O
  A = .; B = -11%; C = .; D = 10%; E = 4; F = .
> Fc1ccc(OCCCCCn2ccnc2)cc1
  A = -1%; B = 2%; C = ?; D = ?; E = -26; F = 5%
> CC(C)CCn1c(=O)c2sccc2n2c(CCCC(=O)Nc3ccc(C(C)C)cc3)nnc12
  A = 6%; B = .; C = .; D = .; E = -27; F = 21%
